Screens from PubChem BioAssay.
BAP1 block = human BAP1 deubiquitinase inhibition; Q92560; recombinant BAP1, Ub-AMC hydrolysis fluorescence kinetic; stronger effect = lower value; activity remaining (% of control), % at 20 µM; 0.48% of 72,000 active;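 active means activity remaining at or below 50% of control, provided the compound also passes the data quality filters; inactive means the rest, including low values that fail the filters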;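 further: 100% = DMSO wells rate and 0% = substrate alone blank rate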
Target sequence (Q92560 whole entry, looked up): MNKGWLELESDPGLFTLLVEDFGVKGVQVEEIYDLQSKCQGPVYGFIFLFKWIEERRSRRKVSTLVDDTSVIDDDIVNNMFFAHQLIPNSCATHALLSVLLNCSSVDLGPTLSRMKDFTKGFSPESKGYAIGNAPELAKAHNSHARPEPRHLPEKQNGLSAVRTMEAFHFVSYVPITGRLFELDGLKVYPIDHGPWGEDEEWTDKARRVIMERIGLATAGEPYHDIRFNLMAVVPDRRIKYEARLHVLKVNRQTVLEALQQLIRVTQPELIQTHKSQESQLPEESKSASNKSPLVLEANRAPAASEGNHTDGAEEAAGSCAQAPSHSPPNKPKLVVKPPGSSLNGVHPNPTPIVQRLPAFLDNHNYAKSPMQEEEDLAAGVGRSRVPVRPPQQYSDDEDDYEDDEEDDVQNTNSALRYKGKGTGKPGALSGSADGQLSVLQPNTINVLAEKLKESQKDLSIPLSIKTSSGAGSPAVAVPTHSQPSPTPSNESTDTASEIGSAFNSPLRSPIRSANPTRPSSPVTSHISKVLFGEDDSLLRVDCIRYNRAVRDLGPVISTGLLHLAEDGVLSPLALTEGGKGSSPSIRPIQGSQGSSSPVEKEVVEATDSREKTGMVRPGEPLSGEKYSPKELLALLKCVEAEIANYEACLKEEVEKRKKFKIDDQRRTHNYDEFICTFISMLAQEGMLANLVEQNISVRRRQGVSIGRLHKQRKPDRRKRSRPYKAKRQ
HePTP inh = blocks human HePTP tyrosine phosphatase | 0.64% of 110,000 active | recombinant HePTP phosphatase activity, OD absorbance | AID 521 | inhibition, % at 20 µM; in the data active means inhibition above about 50%;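 further: plate controls were vehicle for no effect and reference inhibitor for full effect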
Target sequence (P35236 whole entry, looked up): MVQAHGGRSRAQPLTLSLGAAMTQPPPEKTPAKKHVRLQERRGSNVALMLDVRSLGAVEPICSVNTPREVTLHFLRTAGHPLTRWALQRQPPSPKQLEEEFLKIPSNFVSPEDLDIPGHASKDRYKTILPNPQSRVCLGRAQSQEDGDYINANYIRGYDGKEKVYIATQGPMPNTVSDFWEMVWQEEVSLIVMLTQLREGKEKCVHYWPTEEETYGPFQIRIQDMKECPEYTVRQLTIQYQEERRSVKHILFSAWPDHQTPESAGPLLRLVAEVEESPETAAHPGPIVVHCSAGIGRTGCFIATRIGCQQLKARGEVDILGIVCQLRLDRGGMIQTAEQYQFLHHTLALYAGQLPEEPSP
Starred values were filed as active, the others as inactive; . = no result given; & = joins results of further samples. These rows are one share of the data; the hit share may differ from the screen's.

SMILES	BAP1 block	HePTP inh
CCCS(=O)(=O)N1CCC(C(=O)N2CCC3(CC2)OCCO3)CC1	99	0
COc1cc(CNCCc2c[nH]c3ccccc23)cc(OC)c1O	.	-14
COc1ccccc1N1CCN(Cc2ccc(Br)s2)CC1	89	3
CCN1CCN(C(=O)COc2ccc(S(=O)(=O)N(C)Cc3ccccc3)cc2)CC1	75	2
CN1C(=O)NC(=O)/C(=C\c2ccc(OCc3ccc(C(=O)O)cc3)c(Br)c2)C1=O	.	2
Cc1cc(OCC(=O)NC2CCS(=O)(=O)C2)c2c3c(c(=O)oc2c1)CCC3 (stereo not drawn)	.	-9
CN1CCN(c2ccc(N)c(N3CCN(C)CC3)c2)CC1	99	0
Cc1ccc(-c2nc3ccccc3c(=O)n2-n2cccc2)cc1	91	8
CC(C)Oc1cccnc1N(C)C1CCN(Cc2ccccc2)CC1	104	.
CSc1ccc(CN2CCN(C(=O)COc3ccc(Cl)cc3)CC2)cc1	.	0
O=c1[nH]c(=O)n(Cc2ccco2)c(O)c1C=NCc1ccc2c(c1)OCO2	88	5
CCNC(=O)[C@H]1O[C@@H](n2cnc3c(N)ncnc32)C(O)[C@H]1O (stereo partly drawn)	99	.
CN1CCC(O)(c2ccccc2)C(C(=O)c2ccccc2)C1 (stereo not drawn)	102	4
CCC(=O)N1CC(=O)Nc2ccc(Cl)cc2C1c1ccc(F)cc1 (stereo not drawn)	90	6
O=[N+]([O-])c1nonc1NCn1nnc2ccccc21	.	11
OC12CCCCC1C(c1ccccc1)NCC2 (stereo not drawn)	.	-2
O=C(Nc1ccc(Cl)cc1C(=O)c1ccccc1)c1ccc([N+](=O)[O-])cc1	.	-7
O=C(Nc1ccc(Br)cc1C(=O)c1ccccc1Cl)c1ccccc1F	137	.
O=P1(NCc2ccco2)COc2ccccc2OC1	94	4
CCCN(CCC)c1ccc([N+](=O)[O-])c2nonc12	54	.

7 entries drawn at random from those above:
SMILES	BAP1 block	HePTP inh
CCC(=O)N1CC(=O)Nc2ccc(Cl)cc2C1c1ccc(F)cc1 (stereo not drawn)	90	6
Cc1cc(OCC(=O)NC2CCS(=O)(=O)C2)c2c3c(c(=O)oc2c1)CCC3 (stereo not drawn)	.	-9
CN1C(=O)NC(=O)/C(=C\c2ccc(OCc3ccc(C(=O)O)cc3)c(Br)c2)C1=O	.	2
CCNC(=O)[C@H]1O[C@@H](n2cnc3c(N)ncnc32)C(O)[C@H]1O (stereo partly drawn)	99	.
CN1CCC(O)(c2ccccc2)C(C(=O)c2ccccc2)C1 (stereo not drawn)	102	4
Cc1ccc(-c2nc3ccccc3c(=O)n2-n2cccc2)cc1	91	8
CC(C)Oc1cccnc1N(C)C1CCN(Cc2ccccc2)CC1	104	.

Following part:
SMILES	BAP1 block	HePTP inh
CC(NC(C)(C)C)C(=O)c1cccc(Cl)c1 (stereo not drawn)	63&91	1
c1ccc2c(CNC34CC5CC(CC(C5)C3)C4)c[nH]c2c1	.	4
COCc1c(CN)cnc(C)c1N	104	3
COc1ccc(CCN(C)Cc2ccncc2)cc1OC	108	2
OCCOCC#CCN1CCOCC1	138	2
Cc1cccc(-n2c(CN3C(=O)c4ccccc4C3=O)nc3ccccc3c2=O)n1	104	3&9
CCOC(=O)N(CC)c1ccc(C(O)(C(=O)OC)C(F)(F)F)cc1 (stereo not drawn)	52	10
O=C(COc1ccc(Cl)cc1)N1CCN(Cc2cccc([N+](=O)[O-])c2)CC1	.	5
O=c1[nH]c(O)c(C=NC2CCN(Cc3ccccc3)CC2)c(=O)[nH]1	119	2
COc1ccc(-n2c(SC)nc3ccccc3c2=O)cc1	67	5
CN(C)c1ccc(/C=C2\C(=O)NC(=O)N(c3ccccc3Cl)C2=O)cc1	.	4
CC(C)N1CCN(c2nc3ncnc(N)c3[nH]2)CC1	.	-15
O=C(NCC(c1cccnc1)N1CCN(c2ccc(F)cc2)CC1)Oc1ccccc1 (stereo not drawn)	106	.
O=C(CSCc1nc2ccccc2c(=O)n1-c1ccccc1Cl)Nc1ccccc1	.	-3
CN(C)c1ccc(C=C2C(=O)NC(=S)N(c3ccccc3F)C2=O)cc1	.	-9
CC1(C(=O)O)C2CCC(O2)C1(C)C(=O)O (stereo not drawn)	95	.
Cc1ccc(C(=O)C2CN3CCC2CC3)cc1 (stereo not drawn)	81	8
Cc1cc(N2C(=O)C3CCCN3C2c2ccc(Cl)c(Cl)c2)no1 (stereo not drawn)	98	3
NCCCP(=O)(O)O	96	.
c1ccc(C2NCc3ccccc3-n3cccc32)cc1 (stereo not drawn)	89	7

Another view of 7 compounds above.
Value order: BAP1 block	HePTP inh
> O=c1[nH]c(O)c(C=NC2CCN(Cc3ccccc3)CC2)c(=O)[nH]1
→ 119	2
> COc1cc(CNCCc2c[nH]c3ccccc23)cc(OC)c1O
→ .	-14
> O=C(CSCc1nc2ccccc2c(=O)n1-c1ccccc1Cl)Nc1ccccc1
→ .	-3
> O=P1(NCc2ccco2)COc2ccccc2OC1
→ 94	4
> c1ccc(C2NCc3ccccc3-n3cccc32)cc1 (stereo not drawn)
→ 89	7
> O=C(NCC(c1cccnc1)N1CCN(c2ccc(F)cc2)CC1)Oc1ccccc1 (stereo not drawn)
→ 106	.
> O=[N+]([O-])c1nonc1NCn1nnc2ccccc21
→ .	11

Next section:
SMILES	BAP1 block	HePTP inh
O=C(O)c1cc[c]([Hg][Cl])cc1	96	.
COc1ccc(CN2CCN(c3ccccc3F)CC2)c(OC)c1	98	13
COc1cccc(CN2CCN(C(=O)COc3ccc4ccccc4c3)CC2)c1	189	3
O=C1NC(=O)C(=Cc2ccc(-c3ccccc3C(=O)O)o2)C(=O)N1	.	14
Cc1cccc(CN(C)C)c1OC(=O)N(C)C	101	0
Cc1ccc(C=C2C(=O)N(C)C(=O)N(C)C2=O)o1	.	-3
CC(=NCCN1CCCCC1)c1c(O)[nH]c(=O)[nH]c1=O	100	8
O=C(Cc1ccc(Cl)c(Cl)c1)N1CCCCC1CN1CCCC1 (stereo not drawn)	98	.
CN1CCc2cc(O)cc3c2[C@H]1Cc1ccc(O)c(O)c1-3	86	.
CCOC(=O)C(O)(c1ccc(N(CC)S(=O)(=O)c2ccccc2)cc1)C(F)(F)F (stereo not drawn)	85	3
Cc1cccc(N2C(=O)NC(=O)C(=Cc3ccco3)C2=O)c1	.	16
O=C1NC(=S)NC(=O)C1=Cc1cccc2ccccc12	.	8
CCC1=C(C)C(N2CCOCC2)=NP(N2CCOCC2)(N2CCOCC2)=N1	.	-6
C=CCC1C(=O)NC(=S)NC1=O	68	.
O=C(N1CCN(c2ccccc2Cl)CC1)C(O)(c1ccccc1)c1ccccc1	.	7
COc1ccc(NC2=NCC(C)S2)cc1 (stereo not drawn)	.	-9
Cn1c2ccccc2c2c(C(=O)N3CCC4(CC3)OCCO4)cn(C3CCCC3)c(=O)c21	.	6
CNP1(NC)=NC(C(F)(F)F)=NC(C(F)(F)F)=N1	111	-1
CC(C(=O)c1ccc(Cl)cc1Cl)n1cncn1 (stereo not drawn)	.	-3
CCCCSP1(=S)NCCCN1	92	7
O=C(COc1ccc(Cl)cc1)NC1CN2CCC1CC2 (stereo not drawn)	115	2
CCOP(=S)(OCC)SCOC(=O)NCC(=O)OC	99	5
CCN1C(=O)/C(=C/c2ccc(OC)c3ccccc23)C(=O)NC1=S	.	-8
COc1ccc(C2(CN)CCCCC2)cc1OC	71	.
Fc1ccccc1N1CCN(Cc2ccc3c(c2)OCO3)CC1	94	6
CCOc1ccc(Cc2c(O)[nH]c(=O)[nH]c2=O)cc1	115	6
O=C(c1ccc2c(c1)OCO2)N1CCC2(CC1)OCCO2	.	-3
O=c1c2ccccc2[nH]c(=S)n1-c1ccccc1	.	9
c1ccc2c(c1)[I+]c1ccccc1-2	88	.
CC12CCCCC1N(O)CN2O (stereo not drawn)	100	3
CCOc1ccccc1-n1c(O)c(C=Nc2c(C)n(C)n(-c3ccccc3)c2=O)c(=O)[nH]c1=O	.	0
Cc1ccccc1-n1c(-c2cccs2)nc2ccccc2c1=O	.	10
O=Cc1cn(Cc2ccc(Br)cc2)c2ccccc12	.	0
Cc1nc2ccc(Cl)cn2c1P(=S)(N1CCOCC1)N1CCOCC1	.	6
O=c1c2ccccc2nc(-c2ccc(Cl)cc2Cl)n1-c1ccc(Br)cn1	.	-17
Cc1ccc(N2C(=O)NC(=O)/C(=C\c3ccccc3OCc3ccc(C(=O)O)cc3)C2=O)cc1	.	3
CCc1nnc(NC(=O)CCc2nc(C3=CCN(C)CC3)no2)s1	91	8
CC1(C)C(=O)N(c2ccccc2)C(=O)N(c2ccccc2)C1=O	.	10
CC12CCC(C/C1=N/O)C(C)(C)N2 (stereo not drawn)	.	-7
CC(=O)C1C2c3ccccc3OC1(C)N=c1s/c(=C/c3cn(C)nc3C)c(=O)n12 (stereo not drawn)	95	5
CCOC(=O)N1CCN(C(C)C(=O)c2c[nH]c3ccccc23)CC1 (stereo not drawn)	98	-10
O=C(CNC(=O)OCc1ccccc1)Nc1ccc(Br)cc1C(=O)c1ccccc1	.	2
O=c1cccc2n1CC1CC2CN(C(c2ccccc2)c2sc3ncnn3c2O)C1 (stereo not drawn)	88	0
CC1(C)C(c2ccccc2)=NC(c2cccnc2)=[N+]1[O-]	93	1
COc1cc2c(cc1OC)C(C(=O)N1CCC3(CC1)OCCO3)C(c1ccccc1F)N(C)C2=O (stereo not drawn)	.	8
Cc1ccccc1C(=O)Nc1cc(Cl)c([N+](=O)[O-])cc1Cl	.	-4
COc1ccc2[nH]c3c(c2c1)CCNC3	98	.
CCc1ccc(N2C(=O)CC(=O)NC2=S)cc1	.	9
CCC1(CC)C(=O)N(Cc2ccccc2)C(=O)N(Cc2ccccc2)C1=O	.	-6
O=C(c1sc2ccccc2c1Cl)N1CCC2(CC1)OCCO2	95	5
CCCCc1nc2ccccc2c(=O)n1-c1ccccc1O	107	5
CC1CCC(C(=O)NC(C(=O)N2CCC3(CC2)OCCO3)C(C)C)CC1 (stereo not drawn)	88	0
CC1=NN(c2ccccc2)C(=O)/C1=C/c1c(O)[nH]c(=O)[nH]c1=O	.	-19
C=Cn1ccnc1P(=S)(c1cc(N(CC)CC)ns1)c1nccn1C=C	.	2
CN1C(=O)NC(=O)/C(=C/c2cn(Cc3ccccc3Cl)c3ccccc23)C1=O	.	-18
CCN(CC)CCN=Cc1c(O)n(C2CCCCCC2)c(=O)[nH]c1=O	91	-5
Cc1ccc(C)c(COc2cc(C)cc3oc(=O)c4c(c23)CCC4)c1	.	10
CCN1C(=O)/C(=C/c2cccn2C)C(=O)NC1=S	.	100*
O=C1C2CCCN2C(c2cccnc2)N1c1ccc(Cl)cc1 (stereo not drawn)	112	0
CC(=NCCN1CCCCC1)c1c(O)n(Cc2ccccc2)c(=O)[nH]c1=O	98	3
Remaining list, next part:
SMILES	BAP1 block	HePTP inh
O=C1NCN(c2ccccc2)C12CCNCC2	105	10
O=P(Oc1ccccc1)(Oc1ccccc1)C(NCc1ccccc1)c1ccccc1 (stereo not drawn)	.	0
c1ccc2c(CCNCc3ccc4c(c3)OCO4)c[nH]c2c1	102	6
CCOP(=O)(OCC)C1(O)C(=O)Nc2ccc(Br)cc21 (stereo not drawn)	.	0
COc1cc(OC)c(OC)cc1CNC(C)C(O)c1ccccc1 (stereo not drawn)	88	2
CCCC1C(=O)NC(=S)N(c2ccccc2)C1=O (stereo not drawn)	.	-2
Cc1ccc(OCC(=O)NCCN2CCN(C(=O)COc3ccc(C)cc3)CC2)cc1	98	2
CSc1nnc(C2CCNCC2)n1C	115	7
C=CCn1c(C)c(C=C2C(=O)NC(=S)NC2=O)c2ccccc21	.	0
CN1C(=O)N(C)C(=O)C2(Cc3c(nc4ccccn4c3=O)N3CCc4ccccc4C32)C1=O (stereo not drawn)	88	-5
CC1(C)CC(=O)C(C2(O)C(=O)NC(=O)NC2=O)=C(O)C1	117	11
c1cc2c(cc1CCNC1CCCCCC1)OCO2	.	3
C[N+]1(C)CCN(c2ccccc2)CC1	70&99	8
Cn1c(O)c(C=NC2C(=O)C3(C)CCC2C3(C)C)c(=O)n(C)c1=O (stereo not drawn)	104	3
COc1ccc(C=C2C(=O)NC(=O)NC2=O)cc1OCc1ccc(Cl)cc1Cl	.	-6
CC[N+](CC)(CC)CC	101	.
CC(=O)NCCc1c[nH]c2ccccc12	95	.
COc1ccc(O)c(CN2CCN(Cc3ccccc3Cl)CC2)c1	.	-6
CN(C)C(=O)Oc1ccc(OC(=O)c2ccccc2)cc1	116	-13
CCCCn1c(O)c(C(CC)=Nc2cccc(C(=O)O)c2)c(=O)[nH]c1=O	100	-14
O=C(CF)NC(Nc1ccc(Br)cc1)C(Cl)(Cl)Cl (stereo not drawn)	.	-7
O=C(CCN1CCOCC1)Nc1ccc(Br)cc1C(=O)c1ccccc1	.	0
Cc1cccc(-n2c(CN3C(=O)c4ccccc4C3=O)nc3ccccc3c2=O)c1	.	4
N#CC(C#N)=Cc1cc(O)c(O)c(O)c1	99	.
CCCCOC(=O)C1=C(N)OC2=C(C(=O)CC(C)(C)C2)[C@]12C(=O)N(C)c1ccccc12	79	-7
CN1C(=O)N(C)C(=O)C2(Cc3cc(N)ccc3N3CCN(c4ccccc4F)CC32)C1=O (stereo not drawn)	93	-9
Cc1nc2ccccc2c(=O)n1-c1ccc([N+](=O)[O-])cc1	.	-10
O=c1c2ccccc2nc(/C=C/c2ccccc2)n1-c1ccccc1[N+](=O)[O-]	.	3
Cc1ccccc1NC1=NCCCS1	111	12
Cc1ccc2nc3c(cc2c1)CC1(C(=O)N(C)C(=O)N(C)C1=O)C1CCCCN31 (stereo not drawn)	305	2
COc1cc(C(O)CN)ccc1O (stereo not drawn)	100	.
COc1ccccc1CC1/C(=N/O)C2CCN1CC2 (stereo not drawn)	101	6
O=[N+]([O-])c1cccc(CN2CCN(Cc3cccc(Cl)c3)CC2)c1	.	4
CCN(CC)CCCN=Cc1c(O)n(Cc2ccc(F)cc2)c(=O)[nH]c1=O	93	5
